# Cycloheximide cs = Cycloheximide Counterscreen for Small Molecule Inhibitors of Shiga Toxin. hit rate 12% among 300,000. max response, %. cell reporter, cycloheximide protein synthesis inhibition counterscreen. AID 2314, 2010; in the data active = max response mostly above about 13%, no sharp cut-off; inactive = mostly below about 14%; note: read at 38.3 µM for the half of the compounds with a filed dose; 0% is about no effect
# AmpC no deterg = qHTS Inhibitors of AmpC Beta-Lactamase (assay without detergent); hit rate 0.52% among 330,000; AmpC nitrocefin hydrolysis, absorbance 480 nm, 0.0001% Triton; P00811; AID 485341, 2010; Potency, µM (doses to about 57.1 µM), without a hit: at the top dose activity change, negative = inhibition, actives largely listed as inhibitors;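 note: potency is the fitted concentration of half-maximal effect; plate controls were no compound for no effect and no enzyme for full effect; nearly all actives have a fitted effect of over 20% in size; some results filed as inactive show a strong effect at the top dose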
# Target sequence (P00811 whole entry, looked up): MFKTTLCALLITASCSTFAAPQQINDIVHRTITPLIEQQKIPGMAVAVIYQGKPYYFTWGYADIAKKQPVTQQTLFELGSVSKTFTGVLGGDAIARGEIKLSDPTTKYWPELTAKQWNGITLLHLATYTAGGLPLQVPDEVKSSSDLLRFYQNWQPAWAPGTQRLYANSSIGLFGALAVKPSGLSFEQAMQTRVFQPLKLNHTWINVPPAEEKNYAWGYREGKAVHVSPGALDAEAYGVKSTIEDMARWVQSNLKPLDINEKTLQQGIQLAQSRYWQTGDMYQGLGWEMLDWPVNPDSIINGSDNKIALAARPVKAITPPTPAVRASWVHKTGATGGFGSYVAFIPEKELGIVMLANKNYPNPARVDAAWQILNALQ
#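 20 mM phosphate pH 7.0 + 0.01% (detergent screen) or 0.0001% Triton X-100; 5.3 nM AmpC reagent; cpd preinc 15 min RT; nitrocefin (800 uM stock) to start; A480 q20 s × 4 min; Activity was normalised to no-enzyme and no-compound control wells.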
# HCMV antiviral = qHTS Assay for inhibitors of the human cytomegalovirus (HCMV); HFF cells, HCMV-luciferase reporter, 72 h; active compounds read low; activity change, negative = inhibition, % at 57.5 µM; hit rate 4.5% among 410,000; in the data active = activity change below about -60%; inconclusive = no clear call, values can overlap the other calls; inactive = above about -39%; note: % is set by controls: 0 for no effect and ±100 for the full control effect
#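 After 16 h attachment at 37C, HFF cells received test compound and HCMV-luciferase (1 PFU/cell); reporter luminescence read 72 h later, data normalized against buffer-only and known inhibitor Salinomycin.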
# AMA1 RON2 block = qHTS for Inhibitors of AMA1-RON; Towards Development of Antimalarial Drug Lead: Primary Screen. Plasmodium falciparum AMA1 (3D7) - RON2 peptide interaction. AlphaScreen AMA1-biotinylated RON2 peptide binding. Potency, µM (series often up to 58.2 µM), without a hit: at the highest dose activity change, negative = inhibition, actives largely listed as inhibitors. hit rate 0.2% among 360,000. AID 720542, 2013;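 note: potency is the fitted concentration of half-maximal effect; 0% = vehicle wells and -100% = peptide control; nearly all actives have a fitted effect of over 45% in size; some results filed as inactive show a strong effect at the top dose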
#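 AMA1 (3D7) with his tag at 25 nM final met compounds first, then biotinylated RON2 peptide at 25 nM; detection used donor plus acceptor beads, 10 µg/mL apiece, read by AlphaScreen after 30 min at room temperature.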
# AmpC detergent = qHTS Inhibitors of AmpC Beta-Lactamase (assay with detergent). AmpC hydrolysis of nitrocefin, absorbance 480 nm, 0.01% Triton. hit rate 0.041% among 370,000. Potency, µM (doses to about 114 µM), for inactives: at the top dose activity change, negative = inhibition, most hits filed as inhibitors;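 note: potency is the fitted concentration of half-maximal effect; 0% = no-compound wells and -100% = no-enzyme wells; nearly all actives have a fitted effect of over 25% in size; some results filed as inactive show a strong effect at the top dose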
#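 AmpC (5.3 nM in the dispensed reagent) in 20 mM phosphate pH 7.0 with 0.01% (detergent screen) or 0.0001% Triton X-100 was preincubated with compounds for 15 min at room temperature. Nitrocefin was then added from an 800 uM solution, and hydrolysis was followed at 480 nm.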
# FBPA Giardia inh = qHTS Assay for Inhibitors of Fructose-1,6-bisphosphate Aldolase from Giardia Lamblia | A8B2U2 | purified Giardia FBPA | Potency, µM (top dose mostly 59.6 µM), for inactives: top-dose activity, negative = inhibition, usual class: inhibitors | hit rate 0.71% among 290,000 | AID 2451, 2010; note: potency is the fitted concentration of half-maximal effect; % is set by controls: 0 for no effect and ±100 for the full control effect; nearly all actives have a fitted effect of over 55% in size
# Target sequence (A8B2U2 whole entry, looked up): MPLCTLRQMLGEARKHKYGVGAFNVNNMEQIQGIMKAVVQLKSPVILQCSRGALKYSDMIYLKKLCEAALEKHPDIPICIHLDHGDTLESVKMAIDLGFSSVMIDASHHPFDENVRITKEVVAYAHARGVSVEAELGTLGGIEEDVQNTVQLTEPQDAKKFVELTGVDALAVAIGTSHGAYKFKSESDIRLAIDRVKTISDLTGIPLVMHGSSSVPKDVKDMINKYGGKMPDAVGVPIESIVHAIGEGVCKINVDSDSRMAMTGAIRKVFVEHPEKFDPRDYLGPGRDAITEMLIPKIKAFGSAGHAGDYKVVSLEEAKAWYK
#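 Giardia FBPA (40 nM reagent) was preincubated 10 min at RT with compound (up to 57.5 uM final), then substrate plus GAPDH/TPI/NAD/arsenate coupling system with diaphorase/resazurin was added; resorufin fluorescence (525/598 nm) was read after 20 min.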
# Shiga inhibitor = A qHTS for Small Molecule Inhibitors of Shiga Toxin | Vero cells, Shiga toxin protein synthesis inhibition reporter | hit rate 9.2% among 290,000 | inhibition, % at 38.7 µM; in the data active = inhibition mostly above about 28%, no sharp cut-off; inactive = mostly below about 43%; note: 0% is about no effect
# * hit, by the source's call; ? = inconclusive; . = not tested or not shown; & = joins results of further samples; [ ] = dose if it differs, or a comment. Unless noted, calls come from the whole dose curve; as a rule, active = well fitted curve in the direction sought with a large enough effect; inconclusive = small, poorly fitted or top-dose-only effect, or another doubt; inactive = no such curve, though single readings can be large; an effect the other way counts as inactive or inconclusive.
No.	Molecule	Cycloheximide cs	AmpC no deterg	HCMV antiviral	AMA1 RON2 block
1	CC(=O)NC(CC(=O)OCC(=O)Nc1ccc2c(c1)OCO2)c1ccccc1 (stereo not given)	1	0%	-28	-7%
2	Cc1cccc(C(=O)NCCNC(=O)c2cccnc2)c1	-3	-13%	-9	22%
3	CCOC(=O)/C=C/C(=O)OCc1csc(CC(=O)Nc2ccccc2C)n1	-2	-11%	21	24%
4	Cn1c(=O)c2c(nc(Oc3cccc(Br)c3)n2C)n(C)c1=O	-4	-10%	-10	-1%
5	CCOC(=O)c1ccc(NC(=O)CSc2ccc(-c3ccncc3)nn2)cc1	12	-15%	2	-5%
6	COc1ccc2c(c1OC)C(=O)N1c3ccccc3C(=O)N(c3ccc(F)cc3)C21 (stereo not given)	-1	-42%	-5	2%
7	Cc1cc(F)ccc1S(=O)(=O)N1CCCOC1CNC(=O)C(=O)NCCC1=CCCCC1 (stereo not given)	-5	-15%	-15	-4%
8	COc1ccc(OC)c(NC(=O)CCN2CCN(CCO)CC2)c1	-2	-9%	31	1%
9	CCOc1ccccc1CN1CCNC(=O)C1CC(=O)NCCC1=CCCCC1 (stereo not given)	9	178%[activator]	27	16%
10	CCOC(=O)C1CCCN(C(=O)CCCOc2cc(=O)n(C)c3ccccc23)C1 (stereo not given)	-3	49%	125	5%
11	CCSc1nnc(NC(=O)C(C)Sc2nc3ccccc3[nH]2)s1 (stereo not given)	1	-32%	-103*	-11%[2.32 µM]
12	O=C(CSc1nnc(NC(=O)c2ccco2)s1)Nc1ccc2c(c1)OCCO2	-6	-7%	20	-5%
13	Cc1ccc(-n2ccn(CC(=O)NCCc3ccccc3)c(=O)c2=O)cc1C	33*	-6%	?	3%
14	COC(=O)c1cc(NC(=O)c2cccc(C(F)(F)F)c2)c(=O)oc1C	-3	-9%	-2	0%
15	CCOC(=O)N1CCN(c2ccc(S(=O)(=O)N(Cc3ccccc3)Cc3ccccc3)cn2)CC1	-1	-8%	-90*	1%

No.	AmpC detergent	FBPA Giardia inh	Shiga inhibitor
1	-10%	8%	19
2	-10%	-12%	-8
3	0%	.	-19
4	8%	5%	-6
5	0%	2%	27
6	?	1%	-3
7	-1%	4%	-12
8	3%	-2%	-3
9	8%	-27%	16
10	0%	-1%	-16
11	-5%	-1%	18
12	-7%	26%	-12
13	-6%&17%	5%	18
14	3%	1%	-4
15	-1%	-5%	-4

# Three entries already listed, sorted by count of non-hydrogen atoms, rising:
No.	Molecule	Cycloheximide cs	AmpC no deterg	HCMV antiviral	AMA1 RON2 block
14	COC(=O)c1cc(NC(=O)c2cccc(C(F)(F)F)c2)c(=O)oc1C	-3	-9%	-2	0%
10	CCOC(=O)C1CCCN(C(=O)CCCOc2cc(=O)n(C)c3ccccc23)C1 (stereo not given)	-3	49%	125	5%
7	Cc1cc(F)ccc1S(=O)(=O)N1CCCOC1CNC(=O)C(=O)NCCC1=CCCCC1 (stereo not given)	-5	-15%	-15	-4%

No.	AmpC detergent	FBPA Giardia inh	Shiga inhibitor
14	3%	1%	-4
10	0%	-1%	-16
7	-1%	4%	-12

# Compound profiles, from the list above. Values in the order: Cycloheximide cs	AmpC no deterg	HCMV antiviral	AMA1 RON2 block	AmpC detergent	FBPA Giardia inh	Shiga inhibitor
# `Cc1cccc(C(=O)NCCNC(=O)c2cccnc2)c1` across the screens: -3	-13%	-9	22%	-10%	-12%	-8
# `COc1ccc2c(c1OC)C(=O)N1c3ccccc3C(=O)N(c3ccc(F)cc3)C21` (stereo not given) across the screens: -1	-42%	-5	2%	?	1%	-3
# `CCOC(=O)c1ccc(NC(=O)CSc2ccc(-c3ccncc3)nn2)cc1` across the screens: 12	-15%	2	-5%	0%	2%	27
# `CCOc1ccccc1CN1CCNC(=O)C1CC(=O)NCCC1=CCCCC1` (stereo not given) across the screens: 9	178%[activator]	27	16%	8%	-27%	16
# `CCOC(=O)C1CCCN(C(=O)CCCOc2cc(=O)n(C)c3ccccc23)C1` (stereo not given) across the screens: -3	49%	125	5%	0%	-1%	-16

# Next section:
No.	Molecule	Cycloheximide cs	AmpC no deterg	HCMV antiviral	AMA1 RON2 block
16	CCOc1ccc(N2CC(=O)SC2=S)cc1	0	-27%	?	12%
17	COc1ccc([N+](=O)[O-])cc1-n1cccc1	-5	-19%	?	?
18	Cc1ccc(-n2nnnc2Sc2nc([N+](=O)[O-])nn2C)cc1	-6	-16%	-9	0%
19	O=c1[nH]c(=O)n(Cc2ccc(F)cc2)c(O)c1C=NCC1CCCO1 (stereo not given)	-1	-6%	30	-2%
20	Cc1ccccc1-n1c(O)c(/C=N/N2CCOCC2)c(=O)[nH]c1=S	-1	-14%	62	15%[11.6 µM]
21	Cc1cc(/C=N/n2cnnc2)c(C)n1-c1cccc(C(=O)O)c1	4	-1%	-3	0%
22	CC1CN(S(=O)(=O)c2ccc(C(=O)Nc3nncs3)cc2)CC(C)O1 (stereo not given)	.	-7%	-8	6%
23	CCN1C(=O)/C(=C2/C=Cc3cc(C)ccc3N2CC)N(C)C1=S	-2	-7%	10	-23%
24	CC(NC(=O)CCNC(=O)c1ccccc1Cl)C1CC2CCC1C2 (stereo not given)	-2	-14%	-14	7%
25	CCOC(=O)CC1(NC(=O)c2cc(COc3ccc(F)c(F)c3)on2)CCCCC1	1	28%	-11	23%
26	O=C(NCCSCc1c(F)cccc1Cl)c1ccco1	29*	3%	45	3%
27	O=[N+]([O-])c1ccc(Cc2nnc(-c3ccccc3Cl)o2)cc1	8	-20%	44	-29%
28	Cc1noc(C)c1CSc1ccccc1C(=O)Nc1nccs1	2	-8%	9	?
29	CC(C)C[C@H](NC(=O)N1CCn2c1nc1ccccc12)C(=O)NCc1ccccc1	-3	111%[activator]	-17	77%[activator]
30	O=C(Nc1ccc(Cl)cc1C(=O)NCc1cccnc1)c1ccco1	10	-22%	15	-2%

No.	AmpC detergent	FBPA Giardia inh	Shiga inhibitor
16	?	-6%	15
17	-6%	0%	-68
18	?	-20%	-8
19	-3%	0%	-18
20	?	-12%	-4
21	13%	2%	26
22	.	.	.
23	1%	-21%	-9
24	-3%	-2%	14
25	?	5%	-5
26	11%	-12%	119
27	3%	-2%	43
28	-1%	4%	6
29	3%	9%	7
30	3%	5%	-3

# Following part:
No.	Molecule	Cycloheximide cs	AmpC no deterg	HCMV antiviral	AMA1 RON2 block
31	O=C(c1cnccn1)N1CCc2ccccc21	13	-7%	-8	?
32	O=C(Cn1[nH]c(=O)c2ccccc2c1=O)NC1CCCCCC1	17	-12%	83	14%
33	CN1CCN(C(CNS(=O)(=O)c2ccc(F)cc2)c2cccnc2)CC1 (stereo not given)	-1	-17%	56	-11%
34	COC(=O)C1CCCN1C(=O)COc1ccc(Cl)cc1Br (stereo not given)	-2	-21%	-19	6%
35	O=C(Nc1ccccc1)NC1CCCCC1	51*	-12%	12	16%
36	Cc1cccc2cc(COC(=O)c3ccccn3)c(=O)[nH]c12	-1	-24%	4	-1%
37	O=C(CSc1nncs1)Nc1ccc2c(c1)OCCO2	59*	13%	24	3%
38	O=C(CSc1nnc(-c2cnccn2)n1Cc1ccco1)c1ccc(Cl)c(Cl)c1	1	-6%	15	38%[activator]
39	O=[N+]([O-])c1ccc2[nH]c3nc4ccccc4nc3c2c1	17	1%	0	7%
40	Cc1ccc(N2C(=O)NC(=O)/C(=C\c3ccsc3)C2=O)cc1C	-2	-49%	.	.
41	Cc1c(C(=O)NCCSCc2cccc(C(F)(F)F)c2)cnn1-c1ccc(F)cc1	7	32%	-37	-7%
42	COc1ccc2cc3cc(C(=O)N4CCCCC4C)oc3nc2c1 (stereo not given)	34*	28%	81	10%
43	COc1ccc(NC(=O)Oc2cc(C)ccc2C(C)C)cc1	6	-38%	-38	-7%
44	Cc1c(CCN)ccc2c1[nH]c1ccccc12	17*	5%	1	4%
45	COC(=O)c1oc2ccc(Cl)cc2c1N	22*	-18%	45	-8%

No.	AmpC detergent	FBPA Giardia inh	Shiga inhibitor
31	-11%	-14%	8
32	-8%	-5%	19
33	-4%	0%	-5
34	-9%	2%	6
35	-7%	-4%	49*
36	-10%	0%	26
37	?	-9%	58*
38	-8%	2%	-8
39	-12%	6%	23
40	?	-5%	6
41	2%	-3%	2
42	-5%	.	64*
43	-6%	-13%	13
44	-6%	-4%	23
45	?	-2%	99*

# Further compounds.
No.	Molecule	Cycloheximide cs	AmpC no deterg	HCMV antiviral	AMA1 RON2 block
46	CCN(C(=O)c1ccc(S(C)(=O)=O)cc1)C12CC3CC(CC(C3)C1)C2	-1	59%	-28	9%[2.32 µM]
47	O=C(/C=C\c1ccc(-c2cccc([N+](=O)[O-])c2)o1)N1CCOCC1	37*	40%	-13	-22%
48	COc1ccc(F)cc1C(=O)C1CCCN(Cc2cccn2-c2ccccn2)C1 (stereo not given)	-2	34%	?	-6%
49	CCOC(=O)C1CCN(Cc2cnc(Oc3ccc(N)cc3)s2)CC1	3	17%	-22	-13%
50	COc1ccc(NC(=O)CCSc2ccc(C)cc2)cc1	1	-11%	-30	-12%
51	CCCCC(=O)Nc1nnc(SCC(=O)Nc2ccc(OC)cc2)s1	41*	-6%	6	-3%
52	COc1ccc(S(=O)(=O)N(CC(=O)NCCC(C)C)c2ccccc2)cc1OC	0	1%	?	1%
53	Cc1ccc(S(=O)(=O)Nc2cccc3cccnc23)cc1	12&-2	-23%	-105*	82%[activator]
54	COc1ccc(Cl)cc1NC(=O)Cn1nc(-c2ccc(C)cc2)n(C)c1=S	1	-20%	4	-18%
55	CC(C)N(Cc1ccccc1)C(=O)CN1C(=O)NC2(CCOc3ccccc32)C1=O (stereo not given)	.	14%	-33	10%
56	Cc1cccc(C)c1NC(=O)CSc1ncnc2nc[nH]c12	-3	-9%	-21	-1%

No.	AmpC detergent	FBPA Giardia inh	Shiga inhibitor
46	4%	1%	-5
47	?	-1%	61*
48	-2%	4%	2
49	5%	-20%	15
50	1%	2%	1
51	-7%	2%	93*
52	6%	2%	5
53	-10%	-29%&14%	-9&-17
54	-17%	0%	-5
55	.	.	.
56	4%	?	-10

# Screening results as filed in PubChem BioAssay.
